V1R ag counter: activates human V1a receptor in oxytocin agonist counter-screen. actives 0.25% (n = 320,000). activation, % at 3 µM. P37288. AID 2797. CHO-V1R cells, Fluo-8 calcium fluorescence, agonist mode; 0% DMSO, 100% 3 nM vasopressin;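 active = activation above the mean activation of all tested compounds plus 3 SD, per screening run, cut at about 20% in these data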;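 also: signal is peak over basal fluorescence ratio across a 100 second FLIPR read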
CHO parental Ca: counter-screen for OX1R antagonists: effect in parental CHO cells. parental CHO-K1, ATP-induced calcium, Fluo-8 fluorescence. inhibition, % at 5.6 µM. actives 0.63% (n = 330,000);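 active = inhibition above that plate's mean sample inhibition plus 3 SD, cut at about 26% in these data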;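 also: 0% = ATP-challenged DMSO wells and 100% = DMSO wells without ATP; some compounds past the cut are filed as inactive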
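Material: parental CHO cells / Compound: single nominal dose of 5.6 µM per compound / Signal: Fluo-8 fluorescence / Replicates: singlicate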
OXTR potentiator: potentiates the human oxytocin receptor response | P30559 | CHO-OTR cells, Fluo-8 calcium fluorescence, potentiator mode; 0% = oxytocin EC15, 100% = EC100 | activation, % at 3 µM | actives 0.061% (n = 320,000);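 active = activation above that plate's cutoff, the mean activation of tested compounds plus 3 SD, cut at about 6.6% in these data, passing the limit was not always enough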;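 also: 100% uses oxytocin at 75 nM as the full agonist control; some results filed as inactive read as strong as hits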
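Material: human OTR in CHO cells. Compound: 3.0 µM, one dose. Timing: compound 6 min at room temperature before oxytocin, 100 s read. Evaluation: % activation of max/min ratio relative to oxytocin controls. Replication: single well per compound, singlicate. Signal: Fluo-8 calcium dye fluorescence.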
TAAR1 agonist: agonists of human TAAR1; Q96RJ0; CHO RD-HGA16 TAAR1, Fluo-8 calcium fluorescence; vehicle wells 0%, saturating PEA agonist 100%; activation, % at 3 µM; actives 0.99% (n = 360,000); AID 624467;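 active = activation above the mean activation of all test compounds in the run plus 3 SD, cut at about 38% in these data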
Target sequence (Q96RJ0 whole entry, looked up): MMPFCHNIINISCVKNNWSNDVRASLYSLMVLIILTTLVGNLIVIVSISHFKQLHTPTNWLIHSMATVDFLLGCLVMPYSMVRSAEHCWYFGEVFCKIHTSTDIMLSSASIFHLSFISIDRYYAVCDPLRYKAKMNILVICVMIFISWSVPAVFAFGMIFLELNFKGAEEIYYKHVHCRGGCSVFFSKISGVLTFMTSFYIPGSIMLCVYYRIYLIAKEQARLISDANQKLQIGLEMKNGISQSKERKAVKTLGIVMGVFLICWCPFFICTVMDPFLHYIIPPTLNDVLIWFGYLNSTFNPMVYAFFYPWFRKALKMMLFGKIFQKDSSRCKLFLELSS
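System: CHO RD-HGA16 cells carrying human TAAR1 plus Gα16; Incubation: 17-24 h seeding, 75 min 37 °C dye, 30 min RT; Measured by: Fluo-8 fluorescence, 5 s baseline then 140 s kinetic read; Control set: DMSO and PEA EC100; Replication: single well for each compound.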
CHO-K1 Ca PAM: M1 PAM counterscreen hit in parental CHO-K1 cells | ATP EC20, Fluo-8 calcium fluorescence; 0% at ATP EC20, 100% at ATP max | activation, % at 3 µM | actives 0.02% (n = 360,000) | AID 602247;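 active = activation above the run cutoff, the mean activation of all test compounds plus 3 SD, cut at about 40% in these data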;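 also: peak over basal fluorescence ratio in a 140 s read after ATP addition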
CHRM1 agonist: activates human CHRM1 receptor; actives 0.33% (n = 360,000); CHO-K1 hM1, Fluo-8 calcium fluorescence, agonist mode; 0% DMSO, 100% acetylcholine EC100; AID 588814; activation, % at 3 µM;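 active = activation above the run's mean compound activation plus 3 SD, cut at about 16% in these data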;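 also: peak over basal fluorescence ratio within a 140 s kinetic read after compound addition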
Target sequence (P11229 whole entry, looked up): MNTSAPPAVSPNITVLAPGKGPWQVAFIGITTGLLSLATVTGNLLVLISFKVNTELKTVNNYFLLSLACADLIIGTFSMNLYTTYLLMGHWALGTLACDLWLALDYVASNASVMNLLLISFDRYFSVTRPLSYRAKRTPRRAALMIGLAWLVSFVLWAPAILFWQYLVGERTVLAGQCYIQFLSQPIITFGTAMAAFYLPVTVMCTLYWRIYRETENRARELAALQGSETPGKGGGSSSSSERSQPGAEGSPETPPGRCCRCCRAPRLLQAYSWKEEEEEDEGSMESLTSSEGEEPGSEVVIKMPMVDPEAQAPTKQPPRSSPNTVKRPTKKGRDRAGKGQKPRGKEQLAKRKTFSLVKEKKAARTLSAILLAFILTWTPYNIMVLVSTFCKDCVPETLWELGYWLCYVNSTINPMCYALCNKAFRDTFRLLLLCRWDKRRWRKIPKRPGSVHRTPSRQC
TAAR1 antagonist: antagonists of human TAAR1. CHO RD-HGA16 TAAR1, Fluo-8 calcium fluorescence, antagonist. inhibition, % at 3 µM. actives 1.5% (n = 360,000). AID 624466;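 active = inhibition above a per-plate cutoff, the mean inhibition of test compounds on that plate plus 3 SD, cut at about 49% in these data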;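 also: 0% = DMSO plus EC80 beta-PEA response and 100% = DMSO alone without agonist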
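Test system – hTAAR1-expressing CHO RD-HGA16 cells, Gα16-coupled · Also added – β-PEA at EC80 concentration, post-compound challenge · Compound – 3 µM, single point · Incubation – dye loading 75 min at 37 °C, then 30 min room temperature · Measured by – Fluo-8 intracellular calcium dye fluorescence, real-time kinetic reads · Benchmarks – vehicle and agonist controls · Replicates – singlicate, one well per test compound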
CHO-K1 Ca ag: M1 agonist counterscreen hit in parental CHO-K1 cells; AID 602248; activation, % at 3 µM; Fluo-8 calcium fluorescence; scaled to maximal ATP response, vehicle zero; actives 0.48% (n = 360,000); in the data active = activation above about 15%;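 also: untransfected CHO-K1 host cells lacking M1 receptor as counterscreen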
CHO-K1 Ca antag: counter-screen for M1 antagonists: effect in parental CHO-K1 cells; ATP-induced calcium, Fluo-8 fluorescence; inhibition, % at 3 µM; actives 0.6% (n = 360,000);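 active = inhibition above a per-plate cutoff, the plate's mean sample inhibition plus 3 SD, cut at about 24% in these data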;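 also: 0% = DMSO plus EC80 ATP and 100% = DMSO alone without ATP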
Active calls of the source: *; · = not tested or not shown.

Screens in order – V1R ag counter | CHO parental Ca | OXTR potentiator | TAAR1 agonist | CHO-K1 Ca PAM | CHRM1 agonist | TAAR1 antagonist | CHO-K1 Ca ag | CHO-K1 Ca antag
Cc1nc2ccccc2c(=O)n1NC(=O)c1c(F)cccc1F
    0.7 | -7 | 1 | 0 | 17 | -2 | 7 | 2.3 | 2
Cc1ccc(C(=O)/C=C/Nc2ccccn2)cc1
    -0.2 | -26 | -24 | -4 | -7 | 0 | 6 | -0.2 | 10
Cc1ccccc1NC1=C(Cl)C(=O)OC1OC(=O)c1ccccc1C (configuration not stated)
    1.1 | 61* | -10 | 6 | 2 | -7 | 41 | 2.6 | 3
O=C(NC(=S)Nc1ccccc1N1CCCCC1)c1ccc(F)cc1
    -0.8 | -32 | 25* | 6 | 30 | -3 | -4 | 5.7 | 5
COc1ccc(N(CC(=O)Nc2cccc(C(=O)O)c2)S(=O)(=O)c2c(C)noc2C)cc1
    -0.2 | -6 | -2 | 1 | 5 | -2 | -9 | -0.1 | 2
CC(C(=O)OCC(=O)Nc1cccc(S(=O)(=O)N2CCOCC2)c1)N1C(=O)c2ccccc2C1=O (configuration not stated)
    0.2 | 5 | -10 | 18 | 16 | -4 | 31 | 6.3 | -7
O=C1c2cccc(Sc3ccccc3)c2C(=O)c2c(Sc3ccccc3)cccc21
    1.3 | -8 | -10 | 3 | 10 | -1 | -6 | 0.2 | -14
Cn1c(=O)[nH]c(=O)c2c1nc(N1CCOCC1)n2CCSc1nnnn1-c1ccccc1
    1.6 | -18 | -4 | 1 | 4 | -2 | -20 | 0.6 | -8
COc1ccc(NC(=O)CCCN2C(=O)/C(=C\c3ccco3)SC2=S)cc1
    0.6 | 3 | -8 | 2 | -9 | -3 | 24 | 1.2 | 8
CC(/C=N/N1CCN(Cc2ccccc2)CC1)=C\c1ccccc1
    0.5 | -10 | -6 | 2 | 9 | -6 | -3 | -0.4 | -9
Cc1ccccc1N1Cc2ccccc2C1=O
    · | · | · | -1 | 1 | -4 | 2 | -0.1 | 5
Cn1c2ccccc2c2cc(/C=N/NC(=O)c3cc(O)ccc3O)ccc21
    0.0 | -1 | -5 | 3 | -23 | 0 | -14 | -0.2 | 24*
Cc1ccc(CNC(=O)CN2CCCC(C)C2)cc1 (configuration not stated)
    0.0 | -5 | -8 | 10 | 15 | -7 | -5 | -0.1 | -9
C=CCOC(=O)C1=C[C@H](c2csc3ccccc23)C[C@H](OCc2ccc(CO)cc2)O1
    1.1 | -19 | -9 | 4 | 1 | -2 | 38 | 4.5 | 1
O=[N+]([O-])c1ccc(-c2cnc(SC(c3ccccc3)c3ccccc3)[nH]2)cc1
    -0.6 | 17 | -11 | 0 | 15 | -7 | 38 | 4.8 | 1
CC[C@@]1(C(=O)OC)N[C@H](CN(C)C(=O)Nc2ccc(C(F)(F)F)cc2)[C@@H]2C(=O)N(C)C(=O)[C@@H]21
    0.6 | -14 | 3 | 2 | 0 | 0 | -7 | -0.2 | 3
COc1cccc(/C=C2/NC(=O)NC2=O)c1OCC(=O)Nc1ccccc1
    -0.3 | -2 | -4 | 3 | 7 | -2 | 19 | 2.5 | -10
O=C(Nc1ccccc1N1CCN(C(=O)c2ccccc2)CC1)c1ccco1
    3.9 | -17 | -12 | 4 | 13 | -6 | 20 | 3.6 | -14
CC1CCCCC1NC(=O)CO/N=C/c1ccc(OC(F)F)cc1 (configuration not stated)
    0.1 | -13 | -2 | 6 | -1 | -7 | 0 | 0.0 | 14
CCOC(=O)c1cccc(NC(=O)C(NS(=O)(=O)c2ccc3c(c2)CCN3C(C)=O)C(C)C)c1 (configuration not stated)
    0.2 | -9 | -3 | 3 | 19 | -6 | 2 | 0.5 | -5
COCc1nnc(NC(=O)CCCOc2ccccc2)s1
    -1.0 | -10 | 0 | 7 | -3 | -3 | -3 | 0.0 | 2
COc1ccc(NC(=O)C[C@H]2C(=O)N(c3ccccc3)C[C@@H]2Cc2ccccc2)cc1
    · | · | · | -2 | -1 | -6 | 24 | -0.2 | 6
CCOC(=O)C1=CC[C@H]2c3c(c4ccccc4n3C)C(=O)C1N2C
    0.8 | 2 | 0 | 2 | 26 | -4 | -7 | 0.9 | -21
O=C(CNc1ccccc1)NN=C1CCCC1
    0.2 | 11 | -6 | 1 | 2 | -7 | -3 | 0.4 | -1
CC1CCCCN1C(=O)c1cc2ccccc2cc1O (configuration not stated)
    2.6 | -5 | -4 | 7 | -29 | 2 | -20 | 0.5 | 19
NNC(=O)c1cnn(-c2ccccc2)c1-n1cccc1
    0.3 | -16 | -13 | -1 | 13 | -3 | -9 | 0.1 | -9
CCOc1ccc(OCC(=O)Nc2ccccc2C(F)(F)F)cc1
    -0.5 | -16 | -6 | 10 | 13 | -12 | -2 | 2.4 | -9
Cc1cc(C)nc(SCC(=O)Nc2sc3c(c2C#N)CCC(C)C3)n1 (configuration not stated)
    6.3 | -24 | -21 | 6 | -5 | 7 | -10 | 1.1 | 18
CN1/C(=C/c2cccc[n+]2C)Sc2ccccc21
    -0.7 | 1 | -6 | -1 | 6 | -12 | 0 | 2.6 | -11
CCCCCCc1nc2ccccc2c(=O)n1N
    -0.6 | -26 | -9 | 22 | -8 | 13 | -22 | 5.0 | 22

Reprinted from the part before: 2 entries; new compounds follow.
Screens in order – V1R ag counter | CHO parental Ca | OXTR potentiator | TAAR1 agonist | CHO-K1 Ca PAM | CHRM1 agonist | TAAR1 antagonist | CHO-K1 Ca ag | CHO-K1 Ca antag
CN1/C(=C/c2cccc[n+]2C)Sc2ccccc21
    -0.7 | 1 | -6 | -1 | 6 | -12 | 0 | 2.6 | -11
CCCCCCc1nc2ccccc2c(=O)n1N
    -0.6 | -26 | -9 | 22 | -8 | 13 | -22 | 5.0 | 22
Cc1csc(CNc2ncnc3ccc(-c4ccoc4)cc23)c1
    -0.6 | -6 | -1 | 9 | -12 | -5 | -10 | -0.1 | -15
CC(C)(Oc1ccc(Cl)cc1)C(=O)NCC(c1ccco1)N1CCCCC1 (configuration not stated)
    0.9 | -3 | -4 | 2 | -3 | -4 | -15 | 4.1 | -9
O=C(CSc1nc2cc(Cl)ccc2o1)NCCc1ccccc1
    2.4 | -4 | -5 | 5 | 7 | -3 | 8 | 3.9 | -15
O=C(NCCc1c[nH]c2ccccc12)C(=O)NCC(c1ccco1)N1CCN(c2ccccc2)CC1 (configuration not stated)
    3.8 | -20 | -12 | 9 | 23 | -6 | 17 | 0.8 | -12
CC(=O)Nc1ccccc1C(=O)N1CCN(c2cccc(C)c2C)CC1
    0.1 | -15 | -3 | -1 | 12 | -3 | 17 | -0.2 | -11
CC(=O)Nc1cccc(NC(=O)c2ccc(S(=O)(=O)NCc3ccco3)cc2)c1
    · | · | · | 1 | -3 | -3 | -15 | 0.3 | 1
CC(=O)Nc1cnc(-c2cccc(C(=O)N3CCOCC3)c2)cn1
    · | · | · | 1 | 13 | -1 | 12 | 0.1 | 1
CC1CC(C)CN(c2nc3c(c(=O)[nH]c(=O)n3C)n2CCCSc2nc3ccccc3s2)C1 (configuration not stated)
    · | · | · | 10 | -6 | -2 | -18 | -0.2 | 9
CCN(CC)S(=O)(=O)c1ccc(C(=O)NCc2n[nH]c(=S)n2Cc2ccccc2)cc1
    -0.2 | -16 | -6 | · | 6 | -11 | · | 0.7 | -24
CN1CCc2nc(NC(=O)c3cccc(S(=O)(=O)N4CCc5ccccc54)c3)sc2C1
    0.5 | -13 | -11 | -1 | 16 | -7 | 9 | 0.1 | -6
CCC(C)NC(=O)C(Cc1ccccc1)NS(=O)(=O)c1ccc2c(c1)oc(=O)n2C (configuration not stated)
    0.9 | -13 | -2 | 1 | 8 | -2 | -16 | 0.4 | -16
CC(=O)N(C)c1ccc(NC(=S)Nc2ccc(C(C)C)cc2)cc1
    0.1 | 3 | 2 | 6 | 16 | -5 | 22 | 3.5 | -21
C/C(=N\NC(=O)c1ccco1)c1cc(Cl)sc1Cl
    -1.2 | -17 | 5 | -3 | 8 | -4 | -20 | 1.5 | -3
CC(C)C(=O)Nc1nnc(CCN2CCOCC2)s1
    0.8 | 2 | -5 | 6 | 8 | -2 | 7 | 0.2 | 7
Cc1cc(NC(=O)c2ccc3c(c2)C(=O)N(C)C3=O)no1
    0.6 | -9 | -7 | 13 | 10 | -2 | 0 | 0.1 | 0
CCOc1ccc(NC(=S)N(CCOC)C(C)c2ccco2)cc1 (configuration not stated)
    0.5 | -8 | 1 | -2 | 25 | -4 | 10 | 0.3 | -12
CCC(CO)Oc1cc(NC(=O)Cc2ccccc2F)c2ncn(C(C)C)c2c1 (configuration not stated)
    0.4 | -7 | -4 | 6 | -10 | -5 | 2 | -0.2 | -5
CN(CC(=O)O)c1ccc(S(=O)(=O)N2CCOCC2)cc1[N+](=O)[O-]
    0.8 | -6 | 0 | 2 | -4 | -2 | 19 | 0.3 | -5
CC(NC(=O)Nc1cccnc1)(C(F)(F)F)C(F)(F)F
    0.9 | 6 | -6 | 8 | 10 | -3 | -3 | -0.3 | 2
O=C1CCCN1CCCNc1ncnc2sccc12
    0.0 | -6 | -5 | 2 | -10 | -1 | 6 | 0.6 | 2
Cc1c2cnn(CC(=O)NCc3ccccn3)c(=O)c2c(C)n1Cc1ccccc1
    1.4 | -4 | -1 | 0 | -5 | 6 | 8 | 0.0 | 11
COc1ccc(-c2c(C)n([O-])c(C)c(C)[n+]2=O)cc1OC
    1.6 | -3 | 3 | -1 | -4 | 4 | 6 | -0.2 | 7
Cc1cc(C(=O)CN2C(=O)C3CC=CCC3C2=O)c(C)n1-c1ccccc1 (configuration not stated)
    -0.3 | -5 | -2 | 5 | 14 | -3 | 8 | 1.0 | 0
CC(C)c1nnc(NC(=O)c2cnccn2)s1
    -0.2 | -5 | 1 | 2 | 0 | -3 | -1 | 0.4 | 9
Cc1c(Cl)cccc1NC(=O)c1cccc(OC(F)F)c1
    -1.1 | -11 | 0 | 0 | 0 | -5 | -9 | 0.1 | 4
Cc1nn(CC(=O)NCCCN2CCC(N3CCCCC3)CC2)c(=O)c2cc(-c3ccccc3)nn12
    0.8 | -10 | -4 | 0 | 11 | 9 | -26 | 0.3 | -15
